Shn3 inh set2 = reduces Shn3 3'UTR luciferase signal in osteoblasts | actives 0.52% (n = 360,000) | inhibition, % at 12.5 µM | Clone20 osteoblast Shn3 3'UTR firefly luciferase, 24 h;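 active = mean inhibition of at least 75% with every replicate also reaching 75%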;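 also: 0% = median of neutral control wells and 100% = pilot-screen positive control compound; some compounds past the cut are filed as inactive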
CF NFkB inh = cystic fibrosis NF-kB activation inhibition | KKLEB NF-kB-GFP reporter, PAF-induced, GFP fluorescence overnight | inhibition, % at 5 µM | actives 0.86% (n = 360,000);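 active = at least 50% inhibition at 5 µM, scaled per plate between neutral and stimulator controls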;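 also: PAF is a Pseudomonas aeruginosa culture filtrate used as stimulus; plate controls were PAF-stimulated DMSO wells for no effect and unstimulated DMSO wells for full effect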
EBV LMP1 NFkB = reduces LMP1-driven NF-kappaB luciferase signal | LMP1-induced NF-kappaB luciferase reporter cells, luminescence | inhibition, % at 12.5 µM | actives 0.69% (n = 350,000); in the data active = inhibition above about 41%;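 also: 0% = neutral control wells and 100% = reference inhibitor control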
LRH-1 inv ag = suppresses constitutive activity of human LRH-1. inhibition, % at 3.6 µM. O00482. HEK293T StAR-luciferase reporter, LRH-1 transfected, 24 h. actives 0.13% (n = 360,000). AID 602396;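 active = inhibition above the mean inhibition of all tested compounds plus 3 SD, cut at about 73% in these data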;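 also: 0% = DMSO wells and 100% = reporter-only cells lacking LRH-1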
NR2F2 inh = blocks human COUP-TFII nuclear receptor; HEK293T NGFI-A luciferase reporter, luminescence; inhibition, % at 8.6 µM; actives 0.7% (n = 370,000); P24468; AID 686940;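 active = inhibition above a per-plate cutoff, mean inhibition of test wells between control levels plus 3 SD, cut at about 38% in these data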;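 also: cells cotransfected with COUP-TFII expression vector driving the NGFI-A reporter; 0% = median of COUP-TF2 test wells and 100% = reporter-only cells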
NCOA1 inh = inhibitors of human steroid receptor coactivator 1 (SRC1); Q15788; HEK293 GAL4-SRC1 luciferase reporter, luminescence; actives 0.12% (n = 360,000); inhibition, % at 3.6 µM;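 active = inhibition above the campaign mean plus 3 SD, with each screening campaign given its own cutoff, cut at about 60% in these data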;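 also: 0% = DMSO treated cells and 100% = gossypol at 36 µM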
C8 TRAIL sens = caspase-8 TRAIL sensitization; actives 1% (n = 360,000); AID 624354; inhibition (viability loss, TRAIL sensitization), % at 10 µM; NB7+C8 cells + TRAIL, ATPlite viability luminescence;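 active = compounds causing at least 50% loss of cell viability in the single-dose screen, relative to plate controls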
KKLEB cytotox = counter-screen for CF NF-kB inhibitors: cytotoxicity; activity change (cytotoxicity), % at 5 µM; KKLEB CF airway cells viability, ATPlite luminescence, overnight; stronger effect = lower value; cells stimulated with P. aeruginosa culture filtrate; actives 0.36% (n = 360,000);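 active = corrected activity change at or below -50% at 5 µM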
TWEAK Fn14 block = inhibitors of TWEAK-Fn14 interaction signaling; AID 1159606; inhibition, % at 10 µM; TWEAK-stimulated Fn14 reporter cells, luciferase luminescence, 8 h; actives 2% (n = 360,000); in the data active = inhibition above about 50%
NCOA3 inh = human NCOA3 inhibition; Q9Y6Q9; HEK293 GAL4-SRC3 luciferase reporter, luminescence; inhibition, % at 3.6 µM; actives 0.17% (n = 360,000);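 active = inhibition above a per-campaign cutoff, the mean of all compounds plus 3 SD, cut at about 60% in these data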;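 also: 0% = DMSO-treated cells and 100% = gossypol-treated cells at 36 µM; higher means less SRC3-driven luciferase light from the GAL4 reporter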
Target sequence (Q9Y6Q9 whole entry, looked up, the tested form may be a part): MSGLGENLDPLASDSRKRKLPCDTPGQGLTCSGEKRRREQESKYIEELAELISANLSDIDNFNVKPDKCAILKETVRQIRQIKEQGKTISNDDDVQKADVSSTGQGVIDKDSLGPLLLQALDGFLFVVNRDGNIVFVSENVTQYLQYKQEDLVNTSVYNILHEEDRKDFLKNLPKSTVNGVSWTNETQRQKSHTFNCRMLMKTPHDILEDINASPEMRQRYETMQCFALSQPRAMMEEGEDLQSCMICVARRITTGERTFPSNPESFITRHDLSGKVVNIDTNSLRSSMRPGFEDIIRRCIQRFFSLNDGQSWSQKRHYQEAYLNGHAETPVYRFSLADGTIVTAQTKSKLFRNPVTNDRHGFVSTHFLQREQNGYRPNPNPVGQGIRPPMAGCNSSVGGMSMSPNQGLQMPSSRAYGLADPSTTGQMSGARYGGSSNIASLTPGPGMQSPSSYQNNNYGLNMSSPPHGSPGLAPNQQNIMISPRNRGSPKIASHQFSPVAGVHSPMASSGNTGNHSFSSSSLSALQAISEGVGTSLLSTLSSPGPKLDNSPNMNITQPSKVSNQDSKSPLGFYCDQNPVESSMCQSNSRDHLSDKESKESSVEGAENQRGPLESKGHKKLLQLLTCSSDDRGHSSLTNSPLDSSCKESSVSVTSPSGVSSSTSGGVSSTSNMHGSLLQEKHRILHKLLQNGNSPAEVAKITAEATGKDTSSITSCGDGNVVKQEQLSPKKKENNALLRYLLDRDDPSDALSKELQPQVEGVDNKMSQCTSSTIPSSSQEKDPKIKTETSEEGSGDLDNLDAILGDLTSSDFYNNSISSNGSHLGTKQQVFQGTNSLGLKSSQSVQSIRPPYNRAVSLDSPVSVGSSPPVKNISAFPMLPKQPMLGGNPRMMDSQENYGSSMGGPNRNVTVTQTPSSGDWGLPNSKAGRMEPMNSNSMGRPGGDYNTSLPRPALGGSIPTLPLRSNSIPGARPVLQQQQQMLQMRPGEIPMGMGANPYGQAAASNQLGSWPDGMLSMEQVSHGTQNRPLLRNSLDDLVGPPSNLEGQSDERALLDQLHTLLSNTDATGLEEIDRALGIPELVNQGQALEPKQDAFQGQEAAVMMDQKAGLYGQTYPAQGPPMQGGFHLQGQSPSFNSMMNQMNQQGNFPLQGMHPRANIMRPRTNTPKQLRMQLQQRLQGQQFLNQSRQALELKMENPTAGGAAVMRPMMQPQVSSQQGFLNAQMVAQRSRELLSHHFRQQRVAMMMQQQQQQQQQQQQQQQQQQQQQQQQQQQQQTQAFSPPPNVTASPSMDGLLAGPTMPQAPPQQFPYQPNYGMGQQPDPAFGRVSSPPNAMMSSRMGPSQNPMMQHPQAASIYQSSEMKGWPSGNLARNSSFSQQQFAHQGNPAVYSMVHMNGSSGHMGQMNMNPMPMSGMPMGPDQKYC
TROY signal inh = blocks TROY-dependent signaling in reporter cells. inhibition, % at 10 µM. Q293 LMP1-TROYcd NF-kB luciferase reporter, 4 h. AID 1347056. actives 0.98% (n = 360,000);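 active = compounds whose plate-normalised and pattern-corrected inhibition of the luciferase reporter signal at the single screening dose is 50% or more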
Starred values were filed as active, the others as inactive; nt = no result given; & = joins results of further samples.

SMILES	Shn3 inh set2	CF NFkB inh	EBV LMP1 NFkB	LRH-1 inv ag	NR2F2 inh	NCOA1 inh	C8 TRAIL sens	KKLEB cytotox	TWEAK Fn14 block	NCOA3 inh	TROY signal inh
CCOC(=O)C1=C[C@@H](c2ccccc2)N(S(=O)(=O)c2ccc(C)cc2)[C@H]1c1ccccc1Cl	18.8	1.0	nt	19.4	-0.2	-5.1	-4.1	8.3	6.3	16.4	8.6
O=C(COc1ccc(C(=O)O)cc1)Nc1cccc(C(F)(F)F)c1	23.9	23.3	7.3	-23.9	1.1	2.2	-8.3	-3.2	-4.1	11.0	4.9
COCCCNc1nccn2ccnc12	-16.6	6.0	nt	3.6	4.1	16.0	-9.4	-4.1	-4.5	-1.2	-4.9
O=C(/C=C/c1ccc(Cl)c(Cl)c1)N1CCOCC1	-46.2	-7.0	-11.9	-51.0	-34.3	-21.1	7.0	-4.5	-36.3	-60.1	-41.3
CCOC(=O)N1CCC(N2Cc3cccc(C(=O)NCc4ccc5c(c4)OCO5)c3C2=O)CC1	12.5	4.0	-3.9	21.1	-15.2	-4.3	3.7	-0.6	14.2	22.0	8.6
CCn1c(=O)cc(SCC(=O)NCCCN2CCN(c3ccc(F)cc3)CC2)c2ccccc21	8.9	-13.6	5.6	6.0	-23.0	-7.5	9.3	2.8	12.9	7.0	2.4
Cc1ccsc1/C=N/NC(=O)c1ccncc1	-26.2	-1.4	1.8	1.1	-15.0	1.2	3.0	3.4	-9.2	1.1	7.8
N#C/C(=C\c1cccnc1)C(=O)Nc1ccc(C(=O)O)cc1	-20.9	-4.5	0.6	8.8	-18.6	3.5	-10.2	0.4	-0.3	-0.7	-26.4
COc1ccc(-c2[nH]ncc2CN2CCCN(C(=O)c3ccco3)CC2)cc1F	-28.8	-6.4	-20.2	13.4	1.3	-15.9	9.9	-3.7	2.2	20.4	8.3
Nc1nc(C(F)(F)F)c(Br)c(=O)n1N	2.2	-6.4	-4.7	-10.6	-19.5	5.1	-9.5	4.5	-16.2	-6.2	-4.7
COc1ccc(/C=C(\NC(=O)c2cccs2)C(=O)NN)cc1OC	11.8	3.5	7.2	-16.4	12.9	-0.4	-12.0	-1.3	0.8	-12.5	13.0
N#CC1=C(N)NC(=S)C(C(N)=O)C1c1ccccc1F (stereo not drawn)	-12.3	-18.1	2.5	18.9	-6.1	3.5	-2.4	0.2	18.4	1.7	-2.5
COc1ccc(Nc2nccc(OC)c2C#N)cc1	2.7	3.6	-4.2	29.1	2.0	-10.2	-2.5	5.6	-0.8	0.2	1.6
O=C(N/N=C/c1cc([N+](=O)[O-])ccc1N1CCCCCC1)c1ccccn1	3.9	-18.4	8.4	-101.4	-16.4	-87.2	-0.3	3.8	-20.4	-45.6	-18.3
COc1ccc(-n2nc3cc(C)c(N)cc3n2)cc1Cl	-204.6	-29.6	-25.8	-33.1	-10.2	-77.5	23.9	9.2	-52.1	-110.1	-0.1
O=C(Nc1ccc2c(c1)CCCN2C(=O)c1ccccc1)c1ccccc1	-18.5	31.0	3.8	-38.6	-16.3	-4.1	16.5	-9.5	-11.7	-32.4	-19.1
CCOC(=O)C1(Cc2cccc(F)c2)CCN(C(=O)COC)CC1	7.7	-5.5	7.1	5.6	-18.2	-5.7	-0.1	4.3	10.6	16.6	-11.3
c1ccc(-c2cn3c4c(sc3n2)CCCC4)cc1	8.6&45.3	-27.6&-2.9	50.2*	-33.3&-19.3	10.7&29.7	-48.5&-29.5	84.6*	-58.1*	89.2*	-60.9&-39.3	72.2*
CC(=O)c1ccc(NC(=O)CSc2ccc3nnc(-c4ccccn4)n3n2)cc1	-21.2	-32.9	-3.7	-8.7	0.5	-12.0	4.6	-1.5	3.1	2.5	1.7
COC(=O)c1cccc(-n2nnnc2SCC(=O)Nc2nc3c(s2)CCCC3)c1	14.8	-4.0	-0.7	4.7	22.7	-7.8	-1.8	-0.3	12.1	-1.1	5.9
NNC(=O)c1cc(-c2ccccc2)sc1N	nt	-19.5	-1.8	17.1	6.1	-6.2	-11.2	3.5	-0.6	12.3	-9.9
CC1CC1C(=O)Nc1ccc(-c2ccccc2)cc1 (stereo not drawn)	-23.1	-16.4	-7.4	-153.6	-36.5	-82.2	15.5	-3.3	-18.5	-105.1	-92.5
CCOC(=O)C1C(=O)C=C(C)C(C(=O)OCC)C1c1ccc(OC)cc1 (stereo not drawn)	18.1	1.4	-5.1	6.2	16.5	-15.6	-9.8	13.9	4.6	5.3	-2.2
Cc1ccc(CNC(=O)C23CN(Cc4ccccc4)CC2C(c2ccc([N+](=O)[O-])cc2)=NO3)o1 (stereo not drawn)	8.0	-17.7	-4.5	3.3	-4.9	-4.2	3.2	-5.8	-19.8	3.7	6.1
O=C(c1ccc2c(c1)OCO2)C1CCCN(C(=O)c2cnn(Cc3ccccc3)c2)C1 (stereo not drawn)	nt	-7.3	-9.7	-4.7	-14.3	-0.7	0.4	0.9	-10.5	-25.4	-20.1
CCc1ccc(NC(=O)N[C@H](C(=O)O)C(C)CC)cc1 (stereo partly drawn)	-9.8	-5.5	1.9	-16.4	-21.9	-2.2	-5.0	8.1	5.7	19.1	-8.1
CCN(CC(=O)NC1CCS(=O)(=O)C1)c1nc(-c2cccnc2)nc2ccccc12 (stereo not drawn)	10.2	-0.4	-11.3	7.2	10.9	1.1	11.4	-4.0	0.6	1.6	-5.4
O=C(Cn1nc(-c2ccc(Cl)cc2)ccc1=O)N1CCN(c2ccccc2)CC1	12.3	-7.0	-1.5	-6.4	8.7	14.8	-3.3	-2.1	1.5	6.5	-7.3
COc1ccc(O)c(CN2CCN(C/C=C/c3ccccc3)CC2)c1	-20.1	-30.9	4.4	0.0	4.4	-8.8	2.9	9.7	7.1	11.9	0.9
O=C(Nc1ccc2c(c1)CCC2)c1ccc(Br)s1	-47.3	-16.9	-103.2	-177.2	-43.0	-101.9	23.9	4.7	3.5	-122.8	-32.7
CC(C)(NO)/C(=N\O)c1ccc(Cl)cc1	-20.2	3.3	10.7	-0.6	1.7	-4.2	-7.7	0.5	-0.1	1.2	-1.2
CCc1ccc(C2CC(c3ccccc3Cl)Nc3nc(N)nn32)cc1 (stereo not drawn)	6.4	-13.2	1.3	14.1	1.4	2.3	-5.8	3.8	8.4	-4.8	5.5
CC(C(=O)Nc1cccc(Br)c1)c1ccc([N+](=O)[O-])cc1 (stereo not drawn)	11.7	6.5	3.6	26.6	11.5	-2.6	-3.2	-7.4	21.4	6.3	5.0
CC(CCN1CCN(c2ccccn2)CC1)c1ccccc1 (stereo not drawn)	-31.5	-14.2	-6.6	-5.1	-18.3	11.9	-2.6	6.9	-5.2	6.8	-10.7
COc1ccc(CCn2c(C)cc(C(=O)COC(=O)c3cnccn3)c2C)cc1	0.5	-30.6	-4.3	11.5	4.4	-6.3	0.0	5.0	10.5	11.1	9.0
N#CC(c1ccccc1)c1ccc([N+](=O)[O-])cc1 (stereo not drawn)	4.0	18.5	nt	-3.4	0.7	-20.9	-1.8	-17.5	-2.3	5.5	3.9

Quoted from above (3 entries):
SMILES	Shn3 inh set2	CF NFkB inh	EBV LMP1 NFkB	LRH-1 inv ag	NR2F2 inh	NCOA1 inh	C8 TRAIL sens	KKLEB cytotox	TWEAK Fn14 block	NCOA3 inh	TROY signal inh
CCOC(=O)C1=C[C@@H](c2ccccc2)N(S(=O)(=O)c2ccc(C)cc2)[C@H]1c1ccccc1Cl	18.8	1.0	nt	19.4	-0.2	-5.1	-4.1	8.3	6.3	16.4	8.6
O=C(COc1ccc(C(=O)O)cc1)Nc1cccc(C(F)(F)F)c1	23.9	23.3	7.3	-23.9	1.1	2.2	-8.3	-3.2	-4.1	11.0	4.9
COCCCNc1nccn2ccnc12	-16.6	6.0	nt	3.6	4.1	16.0	-9.4	-4.1	-4.5	-1.2	-4.9

Next section.
SMILES	Shn3 inh set2	CF NFkB inh	EBV LMP1 NFkB	LRH-1 inv ag	NR2F2 inh	NCOA1 inh	C8 TRAIL sens	KKLEB cytotox	TWEAK Fn14 block	NCOA3 inh	TROY signal inh
Cc1nc2ncnn2c(C)c1CCC(=O)N1CCc2ccccc21	-9.6	-5.8	-3.3	-0.3	12.1	-8.6	-14.7	2.7	13.6	15.6	23.1
COc1ccccc1-c1nnc(SC(C)C(=O)N2CCOCC2)o1 (stereo not drawn)	9.0	12.6	-1.4	3.0	-12.1	-4.1	-8.7	1.7	9.9	2.3	0.0
O=C(Nc1cccc(F)c1)Nc1ccccn1	-9.8	-2.9	-24.0	-81.7	-60.4	-94.5	-14.6	0.1	-7.8	-40.7	-54.9
O=C(COc1ccccc1)Nc1cccc(S(=O)(=O)N2CCCC2)c1	-8.1	-21.3	-7.6	-8.6	17.9	0.5	17.2	17.0	0.0	8.3	-12.7
CCOC(=O)N1CCN(S(=O)(=O)c2cn(C)c(=O)n(C)c2=O)CC1	-11.3	12.5	5.0	18.6	-12.5	-4.2	-8.2	-13.1	1.0	9.2	9.7
CCOC(=O)N1CCN(Cc2nc3cc(NC(=O)c4cccs4)ccc3n2CC)CC1	-6.4	10.0	25.2	4.7	13.3	-38.8	22.9	-6.9	-2.4	-11.5	-14.5
COC(=O)CSc1c(-c2ccccc2)c2cc(Cl)ccc2[nH]c1=O	-19.8	11.2	1.1	1.9	11.4	-41.2	5.7	-2.5	-1.9	5.2	-5.2
COCCN1C=C2C(=O)C(C)(OC(=O)c3cccs3)C(=O)C=C2C=C1CCCC(=O)OC (stereo not drawn)	7.1	-4.8	6.9	7.9	-14.5	9.3	0.8	8.7	0.8	-2.1	-10.1
Cc1ccc(C2=Nc3ccccc3N=C(c3ccc([N+](=O)[O-])cc3)C2)c(O)c1	-14.9	40.9	-27.0	-16.6	0.8	-12.9	18.7	-31.6	-14.8	0.5	43.9
COc1ccccc1N1CCN(CCCOc2ccc(F)cc2)CC1	-1.3	0.0	-3.7	-10.2	-2.9	-0.1	-13.5	-12.2	44.9	-12.4	nt
CN(CC(=O)Nc1ccc(F)c(F)c1F)C(=O)c1ccc2c(c1)OCCO2	-3.2	0.5	-3.7	-8.4	13.0	1.3	-37.8	-5.2	-16.9	13.4	-26.3
O=C(NCc1ccco1)c1ccc(Cn2c(=O)c3ccccc3n(Cc3ccc(Cl)cc3)c2=O)cc1	13.9	16.0	-4.2	0.2	-21.3	-6.1	-1.2	-15.4	12.2	-18.6	14.1
CC(C)[C@H](NC(=O)c1ccc(F)cc1)C(=O)NC1=NCCS1	-11.0	-10.8	6.8	-2.3	3.5	-25.8	-15.2	1.2	14.5	-5.4	-1.3
C/C(=N\OC(=O)c1ccc(C)cc1)c1sc(C)nc1C	-8.6	-1.6	7.0	6.8	-20.7	6.5	12.8	-6.0	6.1	15.9	-70.2
O=C(CSc1nc2ccccc2s1)NCc1cc([N+](=O)[O-])ccc1O	-2.3	-2.6	-0.9	6.9	-6.0	-4.3	1.8	-1.2	-10.2	4.4	-5.4
COc1ccc2cc(C(=O)NCc3ccco3)c(=O)oc2c1	-21.8	-6.2	-29.4	-71.3	-56.2	-104.9	19.3	2.0	-17.1	-96.7	-16.0
Cc1cc(SCC(=O)N/N=C/c2ccc(C(=O)O)cc2)nc2ccccc12	-2.6	3.2	0.3	-14.5	-25.3	7.5	-15.3	-11.4	-15.0	-11.0	-3.7
CCC(C(=O)Nc1ccc2c(c1)OCCO2)n1nnc2ccccc2c1=O (stereo not drawn)	-92.7	15.1	10.7	-122.9	-56.7	-75.2	6.3	-0.5	5.3	-38.4	-44.4

Not all compounds are listed. The share of hits here may be higher or lower than overall.
